Compound activity as filed in PubChem BioAssay.
RXFP1 ag: qHTS Assay for Agonists of the Relaxin Receptor RXFP1 | Potency, µM (series often up to 57.5 µM), inactives show at the highest dose activation, hits mostly activators | 0.3% of 370,000 active | HEK293T-RXFP1 cAMP TR-FRET, 30 min; response scale: percent of porcine relaxin response, buffer zero | AID 2676, 2010 | Relaxin receptor 1 (Homo sapiens), Q9HBX9; note: potency is the fitted concentration of half-maximal effect; % is set by controls: 0 for no effect and ±100 for the full control effect; nearly all actives have a fitted effect of over 60% in size; many of its hits are not listed in these tables
Target sequence (Q9HBX9 whole entry, looked up): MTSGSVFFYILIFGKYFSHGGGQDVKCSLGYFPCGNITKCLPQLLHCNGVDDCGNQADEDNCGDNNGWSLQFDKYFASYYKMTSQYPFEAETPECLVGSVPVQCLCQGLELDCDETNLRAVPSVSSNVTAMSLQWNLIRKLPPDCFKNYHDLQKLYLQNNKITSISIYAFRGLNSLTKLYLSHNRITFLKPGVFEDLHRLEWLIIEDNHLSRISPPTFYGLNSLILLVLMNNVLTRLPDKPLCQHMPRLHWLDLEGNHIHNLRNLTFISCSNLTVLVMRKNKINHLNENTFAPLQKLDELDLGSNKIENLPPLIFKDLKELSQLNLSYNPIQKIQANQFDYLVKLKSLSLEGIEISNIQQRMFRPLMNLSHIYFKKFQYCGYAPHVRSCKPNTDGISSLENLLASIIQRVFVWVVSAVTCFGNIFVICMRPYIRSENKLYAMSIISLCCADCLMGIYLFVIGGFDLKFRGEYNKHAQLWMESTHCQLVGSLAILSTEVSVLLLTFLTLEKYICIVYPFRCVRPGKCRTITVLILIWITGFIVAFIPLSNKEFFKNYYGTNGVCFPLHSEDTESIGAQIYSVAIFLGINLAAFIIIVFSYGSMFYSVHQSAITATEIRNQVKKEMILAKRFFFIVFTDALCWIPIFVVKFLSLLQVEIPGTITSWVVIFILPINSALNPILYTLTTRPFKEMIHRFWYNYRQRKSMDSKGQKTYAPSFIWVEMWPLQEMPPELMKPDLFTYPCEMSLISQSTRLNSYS
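cAMP rise read by TR-FRET after 30 min, 37C compound exposure (up to 58 uM) in RXFP1-transfected HEK293 cells with Ro 20174 present. EC50 from Hill-equation fits, with 29 nM porcine relaxin as 100% and buffer as basal.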
USP1 inh: Inhibitors of USP1/UAF1: Primary Screen; 0.23% of 390,000 active; Potency, µM (doses to about 57.1 µM), without a hit: at the top dose activity change, negative = inhibition, actives largely listed as inhibitors; recombinant USP1/UAF1, Ub-Rhodamine cleavage fluorescence; Ubiquitin carboxyl-terminal hydrolase 1 (Homo sapiens), O94782; note: potency is the fitted concentration of half-maximal effect; % is set by controls: 0 for no effect and ±100 for the full control effect; nearly all actives have a fitted effect of over 60% in size; inactives centre near -12
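USP1/UAF1 complex (1 nM) preincubated 15 min at room temperature with compound, then Ub-Rho substrate (150 nM final) added. Kinetic fluorescence at 480/540 nm over 6 reads at 60 s intervals; 50 mM HEPES pH 7.8, 0.5 mM EDTA, 0.1 mg/ml BSA, 1 mM TCEP, 0.01% Tween-20.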
PI4K2A block: qHTS for small molecular inhibitors of PI4K2A. Phosphatidylinositol 4-kinase type 2-alpha (Homo sapiens), Q9BTU6. purified PI4K2A, ADP-Glo luminescence, 1 h; stronger effect = lower value. activity change, negative = inhibition, % at 76.9 µM. 0.13% of 420,000 active. AID 1346378, 2018; in the data active = activity change below about -50%; inconclusive = mostly about -30% to -49%;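 note: -100% = wells without enzyme as full effect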
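PI4K2A activity was measured by ADP-Glo luminescence: enzyme (4 ug/mL stock) and phosphatidylinositol (1.2 mM stock) in Tris pH 7.5/MgCl2/EGTA/Triton X-100 buffer were reacted with ATP (300 microM stock) for one hour at ambient temperature.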
LDHA block: qHTS assay for inhibitors of human lactate dehydrogenase; purified LDHA, NADH/diaphorase-resazurin fluorescence; stronger effect = lower value; L-lactate dehydrogenase A chain (Homo sapiens), P00338; AID 1347041, 2019; activity change, % (values are at about 110 or 230 µM); 0.15% of 480,000 active; in the data active = activity change below about -30%; inconclusive = mostly about -25% to -30%;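 note: plate controls were DMSO wells for no effect and wells without enzyme for full effect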
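Remaining NADH was detected by diaphorase (0.133 mg/mL) converting 37 µM resazurin to fluorescent resorufin, read at 0 and 20 minutes. The preceding 5-minute room-temperature reaction used 2 nM LDHA, 0.2 mM sodium pyruvate and 0.06 mM NADH at pH 7.4.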
GRP78 ERSR act: qHTS for Inducers of the Endoplasmic Reticulum Stress Response (ERSR) in Human Glioma: qHTS; 0.02% of 420,000 active; Potency, µM, inactives show top-dose activation, usual class: activators; AID 602332, 2012; U87-MG GRP78 promoter luciferase reporter, 16 h; note: potency is the fitted concentration of half-maximal effect; series mostly up to about 76 µM; % of control where 0% means no effect; nearly all actives have a fitted effect of over 35% in size
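Stably transfected U87-MG human glioma cells carrying a GRP78-based luminescent sensor were seeded at 1000 cells/well, pin-dosed with compounds and incubated 16 h. Luciferase reagent was then added, and end-point luminescence was read after 10 min at room temperature.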
IDH1 R132H inh: qHTS for Inhibitors of mutant isocitrate dehydrogenase 1 (IDH1): qHTS. IDH1-R132H enzyme, NADPH consumption, diaphorase/resazurin fluorescence. Potency, µM (titrated, usually from 76.6 µM), for inactives: at the top dose activity change, negative = inhibition, most hits filed as inhibitors. 0.093% of 390,000 active. AID 602179, 2012; note: potency is the fitted concentration of half-maximal effect; % is set by controls: 0 for no effect and ±100 for the full control effect; nearly all actives have a fitted effect of over 65% in size
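IDH1-R132H (0.5 ug/mL) preincubated 30 min with compound, then NADPH (0.016 mM) and alpha-KG (2 mM) added; 80 min at RT, pH 7.5. Remaining NADPH coupled via diaphorase/resazurin to fluorescence (540/590 nm); concentration-response curves normalized to no-enzyme control.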
Vif-APOBEC3F blk: qHTS for Inhibitors of Vif-A3F Interactions: qHTS; HeLa A3F-eYFP + Vif (tagged APOBEC3F with the HIV-1 protein that degrades it), YFP fluorescence increase; Potency, µM (titrated, usually from 46.1 µM), for inactives: at the top dose activity, negative = active; 0.2% of 390,000 active; AID 602313, 2012; note: potency is the fitted concentration of half-maximal effect; % of control where 0% means no effect; nearly all actives have a fitted effect of over 65% in size
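HeLa cells stably expressing A3F-eYFP plus Vif, plated and incubated overnight at 37 deg C, then exposed to compounds overnight at 37 deg C. Blocked degradation read as raised yellow fluorescence (Ex 488/Em 500-530).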
Vif-APOBEC3G blk: qHTS for Inhibitors of Vif-A3G Interactions: qHTS; 0.076% of 410,000 active; AID 602310, 2012; DNA dC->dU-editing enzyme APOBEC-3G (Homo sapiens), Q9HC16; HeLa A3G-eYFP + Vif (tagged APOBEC3G with the HIV-1 protein that degrades it), YFP fluorescence, overnight; Potency, µM (series often up to 46.1 µM), without a hit: top-dose activity, negative = active, most hits filed as inhibitors;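 note: potency is the fitted concentration of half-maximal effect; % is set by controls: 0 for no effect and ±100 for the full control effect; nearly all actives have a fitted effect of over 60% in size; hits raise eYFP signal because A3G escapes Vif-driven loss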
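Read-out is eYFP fluorescence (Ex 488/Em 500-530) from Vif-expressing HeLa A3G-eYFP cells; more signal means A3G escaped Vif-mediated degradation. Cells plated overnight, compound pinned in, incubated overnight at 37 deg C.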
TrxR1 substrate: qHTS Assay for Substrates of Mammalian Selenoprotein Thioredoxin Reductase 1 (TrxR1): qHTS | Thioredoxin reductase 1, cytoplasmic (Rattus norvegicus), O89049 | purified TrxR1 substrate turnover, NADPH consumption readout | Potency, µM (series often up to 114 µM), for the others: at the highest dose activity change, negative = substrate turnover | 0.01% of 390,000 active | AID 588456, 2011; note: potency is the fitted concentration of half-maximal effect; % is set by controls: 0 for no effect and ±100 for the full control effect; nearly all actives have a fitted effect of over 50% in size
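Rat TrxR1, dispensed at 90 nM, was prereduced with 400 uM NADPH (final) for 5 min at ~22 deg C, then incubated with compound 15 min before 400 uM selenite. A first-read NADPH fluorescence drop versus no-compound background flagged substrates.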
An asterisk follows results filed as active; ? = inconclusive; . = not tested or not shown; & = joins results of further samples; [ ] = another dose, or the depositor's remark. Unless noted, calls come from the whole dose curve; as a rule, active = well fitted curve in the direction sought with a large enough effect; inconclusive = small, poorly fitted or top-dose-only effect, or another doubt; inactive = no such curve, though single readings can be large; an effect the other way counts as inactive or inconclusive. The list is partial, so the mix of outcomes need not match the whole.

Second line of a record – RXFP1 ag, USP1 inh, PI4K2A block, LDHA block, GRP78 ERSR act, IDH1 R132H inh, Vif-APOBEC3F blk, Vif-APOBEC3G blk, TrxR1 substrate
> COC(=O)C1=C(CS(=O)(=O)c2ccccc2)NC(=O)NC1c1ccccc1 (stereo not drawn)
→ 3.0%, -27%, 5, -3, -1%, 6%, -3%, 0%, 5%
> Cc1ccc2oc3c(c(=O)c2c1)C(c1ccc(F)cc1)N(c1nc(C)c(C)s1)C3=O (stereo not drawn)
→ -1.3%, -25%, 0, -3, -2%, -16%, 2%, -2%, -3%
> O=C1C2ON(c3ccccc3)C(c3ccncc3)C2C(=O)N1c1ccc(N2CCOCC2)cc1 (stereo not drawn)
→ 0.1%, 3%, 2, -1, -5%, 2%, -1%, 3%, -2%
> CCOc1nc(Nc2ccc(Cl)cc2)nc(OCC)n1
→ -0.6%, -15%, -3, -1, -4%, 1%, 12%, 0%, -7%[57.1 µM]
> CCOc1ccc(C2C(C(=O)c3cccs3)=C(O)C(=O)N2CCCn2ccnc2)cc1 (stereo not drawn)
→ 1.2%, -2%, -5, -4, 10%, -1%, ., -4%, 1%
> O=C(CCN1CCCCO1)N1CCCC(Nc2cccc(F)c2)C1 (stereo not drawn)
→ 0.7%, -13%, 2, -9, -7%, 3%, 5%, -1%, 1%
> CCOC(=O)C1=CCC(c2ccc(F)cc2)N(S(=O)(=O)c2ccc(C)cc2)C1 (stereo not drawn)
→ ., ., 3, -6, -3%, ., ., -9%, .
> CC(NC(=S)Nc1ccc(F)cc1)c1ccccc1 (stereo not drawn)
→ 2.1%, -14%, -4, 0, -3%, 2%, 8%, 0%, 3%[2.29 µM]
> COc1ccc(-c2cc(C(=O)Nc3c(C)n(C)n(-c4ccccc4)c3=O)c3ccccc3n2)cc1OC
→ 1.4%, -18%, 1, -4, -3%, -5%, -5%, -9%, 11%[0.0914 µM]
> COc1ccc(C2C3=C(CCCC3=O)Nc3n[nH]c(C)c32)cc1OC (stereo not drawn)
→ -0.4%, -10%, 0, -1, 5%, 8%, 1%, 6%, 6%
> CC(Oc1ccc(Cl)cc1Cl)c1nc(-c2ccc(NC(=O)c3ccco3)cc2)no1 (stereo not drawn)
→ 0.6%, ?, 0, 1, 9%, 5%, ?, -19%, 8%
> CCCNC(=O)c1c(N)n(-c2cccc(OC)c2)c2nc3ccccc3nc12
→ 5.8%, ?, -1, -2, -1%, -3%, 6%, 0%, 150%[activator]
> CC1=NCCN1S(=O)(=O)c1cc(Cl)ccc1Cl
→ 0.1%, 1%, 8, -9, -1%, 0%, -7%, -1%, 1%
> CC1SCC(=O)N(CC(=O)NC2CCCCC2)C1=O (stereo not drawn)
→ 0.1%, -26%, 0, -3, -5%, 12%, -5%, 2%, 7%[57.1 µM]
> c1ccc(NC2=NCCN2CCCC2CCCCC2)cc1
→ -1.3%, -1%, -4, 1, -5%, 10%, 5%, 3%, -2%
> CC(C)C[C@H](NC(=O)c1nc[nH]c1C(=O)N1CCC(C)CC1)C(=O)OCc1ccccc1
→ 0.0%, ?, -2, 5, 15%, 11%, -5%, 4%, -10%
> COc1ccc(S(=O)(=O)N2CCC(Oc3ccc(-n4cnnn4)cc3)CC2)cc1OC
→ -0.8%, -29%, -1, -7, 5%, -23%, 2%, 3%, 3%
> Cc1nc(-c2ccccc2)sc1CCNC(=O)C(=O)Nc1ccc2c(c1)OCO2
→ 3.1%, -26%, 0, 0, -3%, 5%, -4%, -2%, 6%[57.1 µM]
> O=C(C1CCCN(S(=O)(=O)c2cnc[nH]2)C1)N1CCN(c2ccc(Cl)cc2)CC1 (stereo not drawn)
→ 0.6%, -4%, 2, 1, 1%, -7%, -6%, 3%, -13%
> COc1ccc(NCCNc2ccc(OC)cc2)cc1
→ -3.0%, ?, -12, 35, 4%, 17%, -6%, 0%, -9%
> OC[C@H]1O[C@@H](Oc2ccc(O)cc2)[C@H](O)[C@@H](O)[C@@H]1O
→ ., -7%, -2&1, -4, -1%, -8%, -7%, -3%, 7%
> Cc1[nH]c2ccccc2c1C(c1ccncc1)N1CCCCC1 (stereo not drawn)
→ 2.5%, -7%, -3, -9, 1%, 0%, 0%, 0%, 6%[57.1 µM]
> O=C(Cc1nn[nH]n1)Nc1ccc(F)cc1F
→ 1.8%, -11%, 0, -9, -3%, -7%, -9%, 1%, 2%[57.1 µM]
> Cc1c(C(=O)NCc2cccnc2)oc2ccc(S(=O)(=O)N3CCCCC3)cc12
→ -1.2%, -3%, -2, -7, -3%, 1%, -6%, 1%, 0%
> CCOC(=O)c1nnn(-c2nc(OC)nc(N3CCCC3)n2)c1-c1ccccc1
→ 3.6%, -15%, 4, 3, -3%, 3%, -5%, 2%, 9%
> CC1CCN(c2nncc3ccccc23)CC1
→ 3.7%, -18%, 2, -2, 9%, 4%, 3%, 3%, 0%
> COc1ccc2oc(C(=O)Nc3ccccn3)c(C)c2c1
→ -1.0%, -33%, -12, -14, -3%, -8%, 5%, -11%, 18%
> C=CC[C@@H](CC(=O)N(CCO)Cc1ccccc1)C(=O)N[C@H](COC(=O)[C@@H](CC=C)Cc1ccc(F)cc1)Cc1ccccc1
→ ., -15%, -1, 1, -1%, -2%, -6%, 2%, -2%
> CCOc1ccc(OCCSc2nc(N)cc(=O)[nH]2)cc1
→ -2.0%, -12%, 0, -4, 0%, -1%, -1%, 0%, -10%
> Cc1ccc(-c2cn3c(n2)sc2cc(C(=O)NC4CCCCCC4)ccc23)c(C)c1
→ 0.3%, 6%, 2, -10, -2%, 7%, 0%, 5%, 3%
> CCOc1c(C(N)=O)c(-c2ccccc2)c2c(=O)[nH]c3ccccc3n12
→ 5.4%, 0%, 10, -4, -6%, 21%, 4%, 0%, 3%
> Cn1c(C(=O)NCc2ccccn2)cc2c(=O)n3ccccc3nc21
→ 11%, -9%, -2, 1, 11%, 0%, 2%, -1%, 459%[activator]
> COc1cccc(C(=O)O/N=C(\N)c2ccc(C)cc2)c1
→ -1.4%, -15%, -6, -5, 0%, -1%, -7%, -3%, -1%
> Cc1[nH]c2ccccc2c1C(c1c(C)[nH]c2ccccc12)c1c(C)[nH]c2ccccc12
→ ., ., ., -2, 2%, ., ., 1%, -2%
> NS(=O)(=O)c1ccc(NC(=S)N2CCC(Cc3ccccc3)CC2)cc1
→ -3.3%, -9%, 1, -11, -3%, -1%, 0%, 0%, 8%[57.1 µM]
> O=C(NCC(c1ccccc1)c1ccccc1)c1nn(-c2ccccc2Cl)nc1CO
→ 1.0%, -5%, -2, -3&0, -4%, -10%, 2%, 3%, 1%
> Cc1cc(N/N=C/c2ccc(O)cc2O)nc(N2CCOCC2)n1
→ -0.7%, -24%, -2, 8, 9%, 0%, 7%, 1%, -14%
> CCNC(=S)N(CCc1c(C)[nH]c2ccc(C)cc12)Cc1cccs1
→ 1.3%, -19%, 6, -4, -7%, 2%, 6%, 1%, 1%[57.1 µM]
> COc1ccc(C(=O)N/C(=C\c2ccccc2)C(=O)NC(CCSC)C(=O)O)cc1 (stereo not drawn)
→ -1.5%, -8%, 6, -5, -5%, 9%, -3%, 2%, -6%
> Cc1c(CC(=O)N2CCCCC2)c(=O)oc2c(C)c(O)ccc12
→ 8.4%, -15%, -4, 8&-3, -3%, 24%, 2%, -2%, 398%[activator]
> O=C(/C=C/c1ccc(F)cc1)Nc1nc2n(n1)C(c1ccc(Cl)cc1)C=C(c1ccccc1)N2 (stereo not drawn)
→ 1.9%, -17%, 0, -2, -4%, -9%, 3%, -5%, -1%
> COc1ccccc1CCC(=O)Nc1ccc2c(c1)CN(CCCn1cccn1)CC2
→ 0.6%, ?, 2, -3, 0%, -10%, -1%, -10%, 2%
> CC(C)(C)OC(=O)N1CCc2onc(-c3ccc(Br)cc3)c2C1=O
→ ., -18%, -4, -5, 9%, 13%, 4%, -1%, .
> Cc1ccc(-n2cc(C(=O)O)c(=O)cc2C)c(C)c1
→ -2.1%, -11%, -1, 7, -3%, 0%, -20%, -1%, 4%
> O=C(NCCCN1CCOCC1)c1ccc(-c2ccc(Cl)cc2)o1
→ 3.1%, -23%, -1, 4, 1%, 4%, 4%, 0%, 30%
> COc1cccc(NC(=O)c2cc3ccccc3o/c2=N\O)c1
→ 2.4%, -13%, -21, -3, -12%, 10%, -11%, -5%, -7%
